From PubChem
GAA inhib – inhibitors of human lysosomal alpha-glucosidase | P10253 | purified human GAA, 4-MU-alpha-glucoside fluorescence | hit rate 0.005% among 200,000 | Potency, µM (top dose mostly 76.9 µM), without a hit: at the highest dose activity change, negative = inhibition, most hits filed as inhibitors;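 also: plate controls were uninhibited enzyme wells for no effect and no-enzyme background for full effect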
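Fluorogenic assay: 4 nM human alpha-glucosidase with 400 uM 4-methylumbelliferyl-alpha-D-pyranoside in 50 mM citrate/phosphate, 0.005% Tween-20, pH 5.0, 20 min at room temperature. Compounds tested up to 77 uM; AC50 from Hill fits.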
Tau FP inhib – inhibitors of human tau fibril formation; P10636; K18 P301L tau heparin fibrillization, Alexa594 FP, 6 h; Potency, µM (series often up to 57.7 µM), inactives show top-dose activity, negative = inhibition, most hits filed as inhibitors; hit rate 0.39% among 280,000; AID 1468; also: % is scaled to controls: 0 for no effect and ±100 for the full control effect; nearly all actives have a fitted effect of over 55% in size
Target sequence (P10636 561-689 P618L limits assumed): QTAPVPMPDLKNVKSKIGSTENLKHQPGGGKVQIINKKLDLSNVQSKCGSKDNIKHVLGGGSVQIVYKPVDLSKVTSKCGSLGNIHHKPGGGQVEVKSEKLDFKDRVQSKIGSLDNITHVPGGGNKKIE
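Steps: dispense K18 P301L tau (15 uM plus 0.24 uM Alexa 594 tracer, final) in pH 7 sodium acetate; add compound; add heparin (20 uM final); incubate 6 hr, 37 C; add ThT (30 uM final); after 1 hr ambient, read FP.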
HTT ATP protect – Huntington cell model cytoprotection by ATP luminescence; Potency, µM (doses to about 56.4 µM), for inactives: cytoprotection (ATP increase), usual class: activators; hit rate 0.14% among 230,000; PC12 HTT-Q103 induced, cytoprotection, ATP luminescence, 40 h;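 also: % of control where 0% means no effect; nearly all actives have a fitted effect of over 45% in size; toxic huntingtin expression switched on by the ecdysone agonist tebufenozide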
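Cells were plated at 1500 per well in phenol red-free DMEM with 5% equine and 5% calf serum. Tebufenozide (100 nM final) and compounds were added, then ATPlite reagent, and luminescence was read.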
Tau ThT inhib – blocks human tau fibril formation measured by thioflavin T. P10636. recombinant tau K18 P301L, heparin-induced fibrillization, ThT fluorescence. Potency, µM (doses to about 57.4 µM), without a hit: at the highest dose activity, negative = inhibition, actives largely listed as inhibitors. hit rate 2.1% among 270,000; also: % is scaled to controls: 0 for no effect and ±100 for the full control effect; nearly all actives have a fitted effect of over 55% in size
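Aggregation was driven by heparin (20 uM final) acting on recombinant tau […] bearing P301L in 100 mM sodium acetate pH 7; fibrils were detected with Thioflavin T.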
GAA glycogen mod – alters human alpha-glucosidase cleavage of glycogen; recombinant GAA, glycogen substrate, Amplex Red glucose oxidase fluorescence; AID 2100; Potency, µM (doses to about 76.4 µM), for inactives: at the top dose activity change, negative = inhibition, usual class: inhibitors; P10253; hit rate 0.38% among 300,000;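 also: 0% = full enzyme reaction and -100% = no-enzyme basal signal; the screen sought inhibitors and activators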
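Recombinant human alpha-glucosidase (4 nM final) hydrolysed bovine liver glycogen (30 ug) for 40 min at 37 C in pH 5.0 citrate/phosphate with 0.01% Tween-20. Released glucose detected by glucose oxidase/Amplex Red, Ex 573/Em 610 nm. Compounds up to 77 uM; AC50 from Hill fits.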
Tau fluor cs – counter-screen for tau fibril formation inhibitors | hit rate 0.93% among 280,000 | AID 1463 | Potency, µM (highest dose often 57.7 µM), for the others: top-dose activity change, negative = decrease | tau K18 P301L Alexa594 fluorescence, heparin fibrillization; also: % is scaled to controls: 0 for no effect and ±100 for the full control effect; nearly all actives have a fitted effect of over 55% in size
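Human tau K18 P301L (15 uM unlabeled, 0.24 uM Alexa 594-labeled) in 100 mM sodium acetate pH 7 with 20 uM heparin, 6 hr at 37 C. ThT 30 uM added, 1 hr ambient; Alexa 594 FP and total fluorescence read at 555/632 nm.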
aGlu spleen mod – inhibits or activates alpha-glucosidase in human spleen homogenate | P10253 | human spleen homogenate, 4-MU-alpha-glucoside fluorescence | Potency, µM (highest dose often 79.9 µM), for the others: at the top dose activity change, negative = inhibition, most hits filed as inhibitors | hit rate 0.006% among 240,000 | AID 2112;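 also: 0% = enzyme with vehicle and -100% = no enzyme basal signal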
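Human spleen homogenate (1 ug) incubated with compounds and 1 mM 4-methylumbelliferyl-alpha-D-glucopyranoside in pH 5.0 citrate/phosphate buffer, 37 C, 40 min. Stopped at pH 10; 4-MU fluorescence (Ex 365/Em 440 nm); AC50 by Hill fit.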
GLA spleen mod – alpha-galactosidase A (human) modulation | hit rate 0.008% among 240,000 | P06280 | human spleen homogenate, 4MU-alpha-Gal fluorescence, 40 min | Potency, µM (highest dose often 80 µM), without a hit: at the top dose activity change, negative = inhibition, most hits filed as inhibitors;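 also: 0% = enzyme with vehicle and -100% = no enzyme basal signal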
Target sequence (P06280 32-429 limits assumed): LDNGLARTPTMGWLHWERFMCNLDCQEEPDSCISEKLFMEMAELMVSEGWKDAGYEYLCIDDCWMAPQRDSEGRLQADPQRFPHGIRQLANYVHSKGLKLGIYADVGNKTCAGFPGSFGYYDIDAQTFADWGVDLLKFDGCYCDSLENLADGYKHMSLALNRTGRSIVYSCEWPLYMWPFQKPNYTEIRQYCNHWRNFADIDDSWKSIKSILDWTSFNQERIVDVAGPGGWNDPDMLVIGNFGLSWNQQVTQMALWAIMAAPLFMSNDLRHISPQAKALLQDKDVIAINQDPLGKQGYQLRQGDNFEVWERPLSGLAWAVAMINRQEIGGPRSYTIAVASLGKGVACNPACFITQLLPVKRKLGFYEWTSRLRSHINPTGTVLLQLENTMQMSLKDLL
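Spleen homogenate 1 ug + cpd (titration) + 4-MU-alpha-D-galactopyranoside 1 mM; 37C 40 min; 50 mM citrate/phosphate pH 5.0, 0.01% Tween-20; stop pH 10; fluorescence 365/440; AC50 via Hill.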
An asterisk follows results filed as active; ? = inconclusive; nt = not tested or not shown; & = joins results of further samples; [ ] = remark or other dose. Calls follow the shape of the dose curve; as a rule, active = well fitted curve in the direction sought with a large enough effect; inconclusive = small, poorly fitted or top-dose-only effect, or another doubt; inactive = no such curve, though single readings can be large; an effect the other way counts as inactive or inconclusive. Potency is read from the fitted curve at half-maximal effect.

Fields: Tau ThT inhib | GLA spleen mod | aGlu spleen mod | GAA inhib | GAA glycogen mod | Tau FP inhib | Tau fluor cs | HTT ATP protect
CCOC(=O)COc1ccc(S(=O)(=O)NCC2CCCO2)cc1 (stereo not drawn)
    -8.7% | 0.9% | -8.4% | -4.4% | 2.3% | 1.0% | -10.5% | -2.7%[1.9 µM]
COc1cc(Cn2c(-c3nonc3N)nc3ccccc32)ccc1C
    3.7% | 5.2% | -2.2% | -9.0% | 0.4% | -4.6% | -15.1% | -61.0%[inhibitor]
Cc1cc(C(=O)N2CCN(C(=O)C3CCCO3)CC2)no1 (stereo not drawn)
    -2.1% | 2.2% | 2.7% | 0.5% | 6.3% | 2.6% | 5.3% | -11.9%
O=C1NC(CCc2ccccc2)C(=O)N1Cc1ccc(Br)cc1 (stereo not drawn)
    -0.2% | 10.1% | 4.6% | -3.6% | 8.8% | -9.6% | -15.3% | -14.6%
CCCCN(C)C(=O)CS(=O)(=O)Cc1nc(-c2cccc(OC)c2)oc1C
    -11.1% | 0.4% | -4.7% | 0.6% | -2.7% | 7.3% | -2.1% | -10.1%[10 µM]
Cc1cc(C)n2ncc(S(=O)(=O)c3ccccc3)c2n1
    -4.4% | -3.0% | 6.8% | -5.8% | 1.8% | -9.5% | -10.0% | ?
CN(C(=O)c1cc2c(s1)-c1ccccc1S(=O)(=O)C2)c1ccccc1F
    nt | -0.6% | 2.2% | nt | -0.6% | 12.5%[0.0958 µM] | 10.4%[0.0958 µM] | -16.8%[10 µM]
Cc1ccc(-c2nnc(N3CCOCC3)c3ccccc23)cc1S(=O)(=O)NCc1cccnc1
    -5.3% | -0.8% | 2.6% | -0.8% | 18.9% | -4.1% | -8.5% | nt
Cc1cccc(-c2noc(-c3ccc(N4CCCC4)c([N+](=O)[O-])c3)n2)c1
    2.5% | nt | nt | nt | 11.7%[76.3 µM] | -6.2% | -18.7% | nt
CCN(CC)c1ccc(/C=N/Nc2nc(C)cc(=O)[nH]2)c(O)c1
    ? | -4.2% | -2.9% | ? | -4.4% | 17.9% | ? | nt
CCCc1nc2sc3c(=O)n(N)cnc3c2c2c1COC(C)(C)C2
    3.5% | 0.5% | 0.3% | 0.7% | -1.2% | 8.7% | 4.5% | -6.8%[10 µM]
Cc1cc(NC(=O)Cc2cccs2)nn1CC(=O)NCc1ccco1
    -0.3% | 2.8% | -0.2% | -5.9% | -6.4% | 6.7% | 4.0% | -8.7%
COc1ccc(-c2cc(C(=O)Nc3sc4c(c3C#N)CCCC4)c3ccccc3n2)cc1
    1.3% | 2.5% | -13.8% | 3.0% | -5.3% | -6.7% | -2.1% | -3.2%[10 µM]
CCN(CC)S(=O)(=O)c1ccc(NC(=O)Cn2c(=O)oc3ccccc32)cc1
    9.5% | 1.9% | -8.0% | 0.9% | -9.4% | -13.7% | -2.7% | -5.2%
CN(CC(=O)N1CCc2ccccc21)S(=O)(=O)c1ccc(Cl)cc1
    -0.3% | 6.1% | 5.9% | 0.4% | 3.1% | 3.2% | -5.8% | -3.3%[10 µM]
Cc1ccc(S(=O)(=O)N2CCN(C(=O)CN3CCOCC3)C2C(C)C)cc1 (stereo not drawn)
    -10.4% | 7.1% | -9.1% | -9.9% | -7.3% | -2.2% | -4.8% | -5.3%
CSc1ccccc1C(=O)Nc1cccc([N+](=O)[O-])c1C
    1.2% | -2.6% | -1.0% | 6.5% | 26.0% | 0.4% | -1.9% | nt
COc1cc2c(cc1OC)/C(=C/C(=O)N1CCOCC1)NC(C)(C)C2
    -4.1% | -6.0% | -5.5% | 2.3% | -3.5% | 3.5% | -2.2% | -14.6%[10 µM]
C=CCn1c(SCCCC)nc(O)cc1=O
    ? | 3.9%&1.4% | 2.5%&-0.3% | ? | -4.2%&4.8% | 8.0%&4.2% | -10.0%&-12.4% | 0.1%
O=C(NCc1ccc(Cl)cc1)C1=Cc2cc(Cl)ccc2OC1
    6.6% | -0.6% | -7.2% | -15.1% | -3.3% | ? | ? | 4.1%[10 µM]
COc1ccc(OC)c(-c2csc(NC(=O)CSc3ccc(Br)cc3)n2)c1
    -5.8% | -8.7% | 1.2% | -3.1% | -11.1% | ? | ? | 8.5%[10 µM]
C/C(CC(=O)Nc1ccccc1Br)=N\NC(=O)C(=O)N1CCCC1
    -19.2% | 0.9% | -13.0% | 6.5% | -5.7% | 2.0% | -5.5% | 0.4%[10 µM]
COc1ccnc(Oc2ccccc2)c1C(=O)N/C=N/OCc1ccc(F)cc1Cl
    1.3% | -8.9% | -4.2% | ? | -13.8% | -2.0% | -13.3% | -79.2%[inhibitor]
Cc1onc(-c2ccccc2Cl)c1C(=O)NC(=S)Nc1ccc(C(C)C)cc1
    -16.4% | -2.6% | 0.3% | ? | -1.0% | -8.3% | ? | 11.5%[10 µM]
COc1ccc(OC)c(C2N(c3ccccn3)C(=O)C3CCCN32)c1 (stereo not drawn)
    ? | -2.2% | -0.4% | -2.1% | 6.7% | ? | -17.8% | -1.0%
Cc1ccc(Cn2c(=O)n(CCCCC(=O)NCc3ccc4c(c3)OCO4)c(=O)c3ccccc32)cc1
    2.2% | nt | nt | nt | -4.6%[76.3 µM] | 3.7% | 0.9% | nt
COc1ccc(NC(=O)C2CCCN(S(=O)(=O)c3ccc(Br)s3)C2)cc1 (stereo not drawn)
    -8.7% | nt | nt | nt | 14.8%[76.3 µM] | ? | ? | nt
COc1cc(OC)cc(-c2cc3nc(C)c(CCC(=O)NC(C)CCc4ccco4)c(C)n3n2)c1 (stereo not drawn)
    ? | 0.4% | -21.2% | -12.6% | -8.3% | 8.9% | -8.2% | -17.9%
Cc1nnc(NC(=O)CCC(=O)NCc2cccs2)s1
    -2.5% | -5.1% | -2.8% | -11.6% | 6.2% | 4.2% | 3.5% | -6.6%
CC(C)NC(=S)NN=C1c2ccccc2-c2ccccc21
    -2.7% | 1.1% | -1.6% | -0.6% | -7.5% | -2.9% | -8.1% | 18.4%
O=C(CN1C(=O)CSCC1=O)Nc1ccc2c(c1)OCO2
    -12.0% | -2.7% | -9.3% | -2.6% | 12.3% | 20.5% | -1.9% | -1.1%[10 µM]
COc1cccc(CNC(=O)c2nn(-c3ccccc3Cl)nc2CO)c1
    1.9% | nt | nt | nt | 4.8%[76.3 µM] | -0.6% | -5.0% | nt
Nc1ccc(-c2ccc(N)c(C(=O)O)c2)cc1C(=O)O
    -16.5% | 2.6% | -3.5% | nt | 13.3% | -2.5% | -3.8% | 13.9%[10 µM]
CC(C)CNC(=O)NC(=O)COc1c(F)c(F)cc(F)c1F
    ? | -3.3% | -3.5% | -5.1% | 3.4% | ? | 15.8µM*[quencher] | -75.6%[inhibitor]
Cc1ccc2cc3c(N)c4c(C)ccc(C)c4nc3nc2c1
    ? | 4.9% | 7.6% | 5.2% | -6.3% | 6.5% | -27.7% | -42.8%[inhibitor]
CN(C)S(=O)(=O)c1cccc(C(=O)N=C2N=C3C=CC(Cl)=CN3Cc3ccccc32)c1
    ? | -1.0% | -6.4% | nt | -1.8% | 2.5% | -18.0% | -40.1%[10 µM]
COc1ccc(N2CCN(c3nc(NCCO)nc(N4CCOCC4)n3)CC2)cc1
    -12.1% | -4.4% | -5.5% | -1.9% | -11.9% | 7.2% | -13.0% | -30.6%
CCCCNc1ccccc1C(=O)OCC(=O)Nc1ccc(S(N)(=O)=O)cc1
    -14.0% | ? | -0.9% | ? | -7.1% | ? | ? | 0.9%
O=[N+]([O-])c1cc(-c2n[nH]c(-c3ccccc3)n2)cc([N+](=O)[O-])c1
    -9.4% | -11.4% | -9.0% | -10.8% | 0.7% | 14.3% | ? | -15.8%
COc1ccc(NC(=O)c2oc3c(c2C)-c2nn(Cc4c(F)cccc4Cl)cc2CC3)c(OC)c1
    -15.6% | nt | nt | nt | -6.1%[76.3 µM] | -6.7% | -10.3% | nt
CCOC(=O)C1CCCN(C(=O)Cn2cnc3c2c(=O)n(C)c(=O)n3C)C1 (stereo not drawn)
    -6.6% | -0.2% | 4.1% | -4.1% | -18.5% | 4.5% | 5.3% | -12.6%
CCCc1nnc(NC(=O)Cc2coc3c(C)c(C)ccc23)s1
    4.4% | nt | nt | nt | 6.4%[76.3 µM] | 0.3% | -1.4% | nt
COc1ccc2cc(CN(C(=O)Nc3ccccc3)C3CCCC3)c(=O)[nH]c2c1
    -4.5% | -1.7% | 1.1% | 0.8% | -3.6% | 5.2% | -15.8% | -16.8%[10 µM]
COc1ccc(C(=O)NNC(=O)C(=O)NCc2ccccc2)cc1
    -1.8% | -3.9% | -4.3% | 6.1% | 4.1% | 2.0% | 5.2% | 5.5%[10 µM]
Cc1cc(N2CCOCC2)nc(-c2ccc(Br)cc2)n1
    -8.9% | -4.9% | -1.3% | -3.6% | 13.0% | 0.6% | -13.7% | 5.3%[10 µM]
Cc1ccc(-n2c(C)cc(C(=O)C(=O)Nc3ccccc3)c2C)c(C)c1
    -1.7% | nt | nt | nt | 16.0%[76.3 µM] | -5.5% | -10.4% | nt
Cc1cc(N/N=C/c2ccc(O)cc2O)nc(-n2nc(C)cc2C)n1
    ? | 1.9% | 0.3% | 1.4% | -5.6% | 3.1% | ? | 0.2%[10 µM]
Clc1ccc(-c2noc(-c3cccnc3N3CCN(c4ccccc4)CC3)n2)cc1
    10.5% | nt | nt | nt | -7.8%[76.3 µM] | -0.8% | 12.5% | nt
O=C(Oc1cccc(C(=S)N2CCOCC2)c1)c1cc([N+](=O)[O-])cc([N+](=O)[O-])c1
    ? | -0.7% | 1.3% | 5.7% | 3.4% | -0.7% | 20µM*[quencher] | 15.8%[10 µM]
O=C(c1ccc(CNS(=O)(=O)c2ccc(Br)cc2)cc1)N1CCCC1
    ? | -3.0% | -5.2% | -0.7% | 7.2% | ? | -19.5% | -29.6%
